Screening results as filed in PubChem.
Nrf2 ARE act – Nrf2 pathway activation | AREc32 ARE-luciferase reporter (MCF7-derived line), luminescence, 24 h | Potency, µM (top dose mostly 46.1 µM), inactives show top-dose activation, hits mostly activators | 0.31% of 410,000 active; note: % of control where 0% means no effect; nearly all actives have a fitted effect of over 65% in size
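Steps: seed AREc32_Fluc cells (1000/well, 5% FBS OPTI-MEM); incubate overnight at 37 deg C; add 23 nL compound; incubate 24 hr; add Steady-Glo; hold 30 min RT; read luminescence.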
HepG2 tox – kills HepG2 cells in TGF-b inhibitor counter-screen. 0.76% of 410,000 active. HepG2 CAGA-GFP viability, ATP luminescence, 18 h. AID 588856. Potency, µM (highest dose often 46.1 µM), inactives show at the highest dose activity change, negative = cytotoxicity, most hits filed as cytotoxic; note: some results filed as inactive show a strong effect at the top dose
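CellTiter-Glo luminescence gave cytotoxicity after 18 hours at 37 degrees C. The cells were HepG2 CAGA-GFP in 1% FBS DMEM, stimulated with 500 pg/mL TGF-beta after compound addition. %Activity was normalised to no-cell wells (complete cell-killing) and DMSO (no toxicity), and curves were fitted and classified.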
S2 tox – viability counter-screen for ATXN expression inhibitors. Potency, µM (titrated, usually from 56.7 µM), hits mostly cytotoxic. 0.49% of 400,000 active. AID 651635. S2 cells (HEK-293 line with an ATXN2-luciferase reporter) viability, CellTiter-Fluor protease fluorescence, 24 h; note: nearly all actives have a fitted effect of over 40% in size
ATXN2 expr inh – reduces ATXN2 reporter expression in HEK-293 cells; Potency, µM (top dose mostly 57 µM), for the others: top-dose activity change, negative = inhibition, most hits filed as inhibitors; 0.72% of 360,000 active; HEK-293 ATXN2-luciferase reporter, luminescence, 24 h; note: % is set by controls: 0 for no effect and ±100 for the full control effect; nearly all actives have a fitted effect of over 55% in size
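ATXN2-luciferase reporter cells (luciferase flanked by upstream and downstream ATXN2 gene portions) were treated 24 h at 37 °C with compounds at up to 57 uM. SteadyGlo luminescence gave expression; GF-AFC fluorescence gave viability.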
EPAC2 antag – EPAC2 (human) antagonism. 0.18% of 360,000 active. Potency, µM (top dose mostly 114 µM), inactives show top-dose activity, negative = inhibition, actives largely listed as inhibitors. EPAC2 GEF exchange of Rap1B-BODIPY-GDP, fluorescence; note: % is set by controls: 0 for no effect and ±100 for the full control effect; nearly all actives have a fitted effect of over 45% in size; many of its hits are not listed in these tables
Target sequence (Q8WZA2 whole entry, looked up): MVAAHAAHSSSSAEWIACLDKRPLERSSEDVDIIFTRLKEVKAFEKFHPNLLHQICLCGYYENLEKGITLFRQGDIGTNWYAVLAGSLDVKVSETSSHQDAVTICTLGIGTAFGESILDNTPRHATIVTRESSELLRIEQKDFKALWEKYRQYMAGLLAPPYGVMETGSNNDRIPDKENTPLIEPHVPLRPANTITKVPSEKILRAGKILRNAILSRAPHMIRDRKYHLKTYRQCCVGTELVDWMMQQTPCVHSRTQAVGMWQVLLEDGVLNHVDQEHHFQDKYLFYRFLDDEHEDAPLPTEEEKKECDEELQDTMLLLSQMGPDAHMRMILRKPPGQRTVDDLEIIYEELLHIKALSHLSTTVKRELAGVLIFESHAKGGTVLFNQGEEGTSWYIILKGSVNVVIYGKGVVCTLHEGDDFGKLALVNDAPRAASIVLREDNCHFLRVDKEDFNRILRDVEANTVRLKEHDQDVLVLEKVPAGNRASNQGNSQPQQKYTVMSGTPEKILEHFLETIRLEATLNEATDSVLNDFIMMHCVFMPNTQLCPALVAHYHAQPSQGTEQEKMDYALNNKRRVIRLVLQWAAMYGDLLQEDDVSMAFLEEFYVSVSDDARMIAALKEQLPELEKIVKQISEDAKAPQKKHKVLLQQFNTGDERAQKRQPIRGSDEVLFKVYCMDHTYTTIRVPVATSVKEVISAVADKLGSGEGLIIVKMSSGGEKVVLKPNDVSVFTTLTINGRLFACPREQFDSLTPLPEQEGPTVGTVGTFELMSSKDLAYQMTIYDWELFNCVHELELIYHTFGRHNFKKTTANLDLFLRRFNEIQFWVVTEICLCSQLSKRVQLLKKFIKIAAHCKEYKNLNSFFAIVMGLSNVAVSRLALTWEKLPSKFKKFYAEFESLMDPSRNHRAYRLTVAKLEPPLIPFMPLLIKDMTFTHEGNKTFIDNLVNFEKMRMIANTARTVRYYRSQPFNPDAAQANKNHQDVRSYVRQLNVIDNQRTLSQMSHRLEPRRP
MCF10A rereplic – DNA re-replication induction in MCF 10a cells. Potency, µM (series often up to 46.1 µM), without a hit: at the highest dose activity, positive = re-replication, usual class: activators. 2.9% of 350,000 active. MCF 10A DNA re-replication, Hoechst nuclear intensity, 48 h; note: % of control where 0% means no effect; nearly all actives have a fitted effect of over 50% in size
Nrf2 block – Nrf2 pathway inhibition; A549 ARE-Fluc reporter, luciferase luminescence, 18-24 h; Potency, µM (doses to about 46 µM), for the others: top-dose activity change, negative = inhibition, most hits filed as inhibitors; 2.1% of 360,000 active; AID 504444; note: % is set by controls: 0 for no effect and ±100 for the full control effect; nearly all actives have a fitted effect of over 60% in size
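In this cell-based qHTS, ARE-driven firefly luciferase in A549 cells reports Nrf2 activity; the luminescent signal after BugLite lysis is the measured value, with a prior CellTiter-Fluor read for cell health.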
A549 viability – A549 cytotoxicity, counter-screen for Nrf2 inhibitors; AID 504648; 0.16% of 390,000 active; Potency, µM (series often up to 46 µM), inactives show at the top dose activity change, negative = cytotoxicity, hits mostly inhibitors; A549 ARE-Fluc cells, CellTiter-Fluor viability, 18-24 h; note: % is set by controls: 0 for no effect and ±100 for the full control effect
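Cytotoxicity counterscreen: CellTiter-Fluor fluorescence was measured in A549 ARE_Fluc cells after 18-24 h of compound exposure in a concentration series. The subsequent BugLite luminescent read reports ARE-luciferase activity.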
TGFb inhibitor – blocks TGF-b signaling; HepG2 CAGA-GFP TGF-b/SMAD3 reporter, GFP fluorescence, 18 h; TGF-beta stimulated, 500 pg/mL final; 1.2% of 410,000 active; Potency, µM (top dose mostly 46.1 µM), for the others: top-dose activity, negative = inhibition, most hits filed as inhibitors; AID 588855; note: % is set by controls: 0 for no effect and ±100 for the full control effect; nearly all actives have a fitted effect of over 65% in size
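Cell-based qHTS in HEPG2 carrying a CAGA-GFP Smad reporter; compounds added before 500 pg/mL final TGF-beta, 18 h incubation at 37 degrees C, GFP fluorescence quantified per cell by imaging cytometry.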
* marks the source's active call; other numbers are inactive results; i = inactive; ? = inconclusive; nt = not tested or not shown; [ ] = another dose, or the depositor's remark. Calls come from the whole dose curve; as a rule, active = well fitted curve in the direction sought with a large enough effect; inconclusive = small, poorly fitted or top-dose-only effect, or another doubt; inactive = no such curve, though single readings can be large; an effect the other way counts as inactive or inconclusive. Potency is the fitted concentration of half-maximal effect. An excerpt, so the mix of outcomes need not match the whole.

SMILES | Nrf2 ARE act | HepG2 tox | S2 tox | ATXN2 expr inh | EPAC2 antag | MCF10A rereplic | Nrf2 block | A549 viability | TGFb inhibitor
COc1ccc(CC(=O)OCC(=O)Nc2cccc(C(C)=O)c2)cc1OC | 0.3% | 0% | i | 6% | -9% | 0% | -8% | 1% | 0%
CC(=O)Nc1ccc(N2Cc3ccccc3C2)cc1 | -1.2% | -4% | i | -10% | -3% | ? | ? | 4% | -15%
COc1ccc(C(c2c(C)n(C)n(-c3ccccc3)c2=O)c2c(C)n(C)n(-c3ccccc3)c2=O)c(OC)c1OC | 0.4% | 2% | i | -18% | 22% | 1% | 7% | 10% | -16%
O=C(CCn1c(=S)[nH]c2ccccc2c1=O)NCCCN1CCCC1=O | 0.4% | 7% | i | 2% | 11% | -1% | ? | -5% | 1%
CCC1(CC)NC(=O)N(CC(=O)Nc2ccc(-n3cnnn3)cc2)C1=O | 0.1% | -14% | i | nt | 6% | -3% | -13% | 17% | -6%
COc1cccc(CNc2nn[nH]n2)c1OC | 0.1% | 1% | i | 20% | 4% | 0% | nt | -3% | -3%
CC(=O)c1ccc(NC2OC(CO)C(O)C(O)C2O)cc1 (configuration not stated) | -0.4% | 2% | ? | -2% | 1% | -2% | 11% | 1% | -1%
CCCC(=O)Nc1cccc(OCc2cc(=O)n3cccc(C)c3n2)c1 | 0.0% | -25% | nt | nt | nt | nt | nt | 7% | 2%
O=C(c1ccccc1O)N1N=C(C(F)(F)F)CC1(O)c1ccc([N+](=O)[O-])cc1 (configuration not stated) | 3.4% | -34% | ? | nt | 1% | 0% | -5% | 2% | ?
CCCCNC(=O)CCCCCNS(=O)(=O)c1ccc(OC)cc1 | -0.6% | 7% | i | -1% | 2% | -2% | ? | 0% | ?
C=Cc1ccc(Cn2c(C(=O)O)c(CNC3CCCC3)c3ccc(C)cc32)cc1 | 4.9% | -28% | nt | -9% | nt | nt | -1% | -17% | ?
CCCc1nnc(NC(=O)CCC(=O)NCc2ccc(Cl)cc2Cl)s1 | -0.6% | 19% | i | nt | -6% | -6% | -24% | 10% | 8%
Cc1cc(C)c(OCCOCCN(C)C)c(Br)c1 | 0.0% | -8% | i | -17% | 4% | 17% | 3% | 0% | -5%
Cc1nc(N2CCCC2)c2c(C(=O)N3CCN(c4cccc(Cl)c4)CC3)c(C)oc2n1 | -1.2% | -15% | nt | nt | nt | nt | -11% | -7% | ?
COc1cc(NC(=O)CCc2ccccc2)nc(OC)n1 | 3.6% | 0% | i | 52%[activator] | 12% | -16% | nt | -1% | 11%
C/C(=C\c1ccc2c(c1)OCO2)C(=O)c1c(C)cc(C)[nH]c1=O | 6.2% | 2% | i | nt | 8% | 6% | -15% | -7% | 10%
CC(=O)OCC1OC(OC(C)=O)C(NC(=O)c2cccnc2)C(OC(C)=O)C1OC(C)=O (configuration not stated) | 2.8% | 11% | i | 13% | -9% | -2% | 1% | -8% | 5%
O=C1OC(c2ccc(Br)cc2)=N/C1=C\N1CCCCC1 | 2.3% | -10% | i | 37% | -3% | 8% | 19% | 1% | 4%
Cc1cc(C)cc(NC(=O)C(NS(=O)(=O)c2cccc3nsnc23)c2ccccc2)c1 (configuration not stated) | 1.0% | -4% | i | -11% | nt | nt | -3% | 4% | -26%
COC(=O)C1=C(CSc2nc3ccccc3o2)NC(=O)NC1c1cc(C)ccc1C (configuration not stated) | 3.1% | -4% | i | -3% | -12% | ? | nt | -7% | ?
CC(C)CCNC(=O)c1c2c(nc3ccccc13)C(=O)N(C1CCCCC1)C2 | -1.0% | -1% | nt | nt | nt | nt | -21% | 0% | 13%
O=C(N[C@@H](CCC/[N+]([O-])=C/c1ccccc1)C(=O)O)OCc1ccccc1 | 0.5% | -2% | i | 10% | 5% | 21% | 3% | 0% | 25%
COc1cc(C(O)c2nc3ccccc3n2C(C)C)cc(OC)c1OC (configuration not stated) | -0.2% | -7% | i | -28% | -6% | 3% | -2% | 8% | -12%
COc1ccccc1C(=O)NNC1=C(C(=O)C(F)(F)F)CCC1 | 15% | -41% | ? | ? | 12% | 4.1µM* | -20% | -1% | ?
CN(C)CCCN1C(=O)CSC1c1ccc([N+](=O)[O-])cc1 (configuration not stated) | 1.0% | -1% | i | -1% | -5% | 18% | 18% | 1% | 1%
Cc1cccnc1NCc1ccc(O)c2ncccc12 | 3.6% | -40% | i | ? | 4% | ? | ? | 5% | ?
Oc1c(C(Nc2cccc(C(F)(F)F)c2)c2ccncc2)ccc2cccnc12 (configuration not stated) | 0.2% | -47% | nt | ? | -10% | ? | -25% | -5% | -18%
Cc1nc2nc(SCC(=O)NCCCN3CCCCC3)nn2c(C)c1Cc1ccccc1 | 0.3% | -18% | i | 2% | 14% | ? | -7% | -10% | 1%
N#Cc1nc(-c2ccccc2F)oc1NC1CCCCC1 | 3.0% | -16% | i | 8% | -11% | 13% | 12% | 1% | -17%
CCOc1ccccc1NC(=O)NNS(=O)(=O)c1cc(OC)ccc1OC | 0.1% | -35% | i | -4% | -6% | ? | -5% | -1% | -9%
CN(CC(=O)Nc1ccccc1C(F)(F)F)C(=O)C1CCN(C(=O)c2ccc(Cl)cc2)CC1 | 1.6% | -2% | i | 0% | 12% | 0% | 1% | -1% | -17%
Cc1cccc(C(=O)NCc2nnc(SCC(=O)N3CCN(c4ccccc4)CC3)n2C)c1 | 2.8% | -12% | i | -10% | -3% | 8% | 9% | 18% | 7%
O=C(NNC(=O)c1ccccc1[N+](=O)[O-])c1ccccn1 | 2.3% | 9% | i | -13% | 20% | 11% | ? | -8% | -2%
O=C(O)Cc1ccc(NC(=O)c2ccc(NC(=O)c3ccco3)cc2)cc1 | 0.0% | -18% | i | 5% | 10% | -1% | nt | -3% | -2%
Nc1c(C(=O)CSc2n[nH]c(-c3ccccc3)n2)c(=O)[nH]c(=O)n1C1CC1 | 2.7% | -23% | i | 3% | 1% | 1% | 3% | -4% | -12%
CCOC(=O)CSc1nnc2n1C(C)(C)Cc1ccccc1-2 | 0.1% | -29% | i | -10% | -4% | 0% | -2% | -3% | -12%
CCCCN1C(=O)c2ccccc2C1C(=O)NC1CCCC1 (configuration not stated) | -0.5% | 0% | i | 10% | 4% | -8% | nt | 0% | 8%
O=C(Nc1nnc(C2CC2)s1)C1COc2ccccc2O1 (configuration not stated) | 0.0% | -12% | i | -1% | 1% | 2% | ? | -1% | -4%
Cc1ccc(C)c(NC(=O)CSc2nc3c(c(=O)n2C)SC(C)C3)c1 (configuration not stated) | 3.9% | 0% | i | -22% | 6% | 0% | ? | -3% | -2%
CC(=O)Nc1cccc(NC(=O)CS(=O)(=O)c2cn(CC(=O)N3CCOCC3)c3ccccc23)c1 | -0.7% | 31% | i | 3% | 3% | -2% | 6% | -4% | 0%
COC(=O)c1cccc(NC(=O)Cc2ccc(OC)cc2)c1C | -0.1% | 8% | i | 6% | 16% | 1% | 10% | -4% | -13%
COCCc1ccc(OC2(C)CCN(Cc3cccn3-c3nccs3)C2)cc1 (configuration not stated) | 2.8% | -7% | i | -18% | -1% | nt | nt | nt | 0%
CCCCc1c(O)nc(SCC(=O)N2CCCCC2)n(-c2ccccc2C)c1=O | -0.5% | 0% | i | -4% | 3% | 0% | -15% | -17% | -6%
COc1ccccc1-c1cnc(C(O)c2ccc(C)cc2C)[nH]1 (configuration not stated) | -1.2% | -35% | i | 1% | -5% | nt | nt | nt | -4%
CCn1ncc(S(=O)(=O)Nc2cccnc2)c1C | 0.0% | -21% | i | -20% | 5% | 2% | -1% | 6% | -4%
Nc1nc(COC(=O)CCC(=O)c2ccc(Cl)cc2)nc(Nc2ccccc2)n1 | 3.0% | -3% | i | 11% | 3% | -4% | 2% | 4% | 3%
Cn1c(SCC(=O)NC(=O)CN2CCCC2=O)nnc1-c1ccc(F)cc1 | -0.5% | 1% | i | 14% | 10% | 20% | 5% | -5% | -9%
COc1ccc(CCNC(=O)c2ccccc2N(C)S(=O)(=O)c2ccccc2)cc1 | 3.2%[9.22 µM] | -52% | i | -6% | -8% | 5% | 2% | 22% | ?

An excerpt from above, showing only MCF10A rereplic, A549 viability and HepG2 tox.
compound | MCF10A rereplic | A549 viability | HepG2 tox
CCCCN1C(=O)c2ccccc2C1C(=O)NC1CCCC1 (configuration not stated) | -8% | 0% | 0%
O=C(Nc1nnc(C2CC2)s1)C1COc2ccccc2O1 (configuration not stated) | 2% | -1% | -12%
Cc1ccc(C)c(NC(=O)CSc2nc3c(c(=O)n2C)SC(C)C3)c1 (configuration not stated) | 0% | -3% | 0%
CC(=O)Nc1cccc(NC(=O)CS(=O)(=O)c2cn(CC(=O)N3CCOCC3)c3ccccc23)c1 | -2% | -4% | 31%

(continued)
SMILES | Nrf2 ARE act | HepG2 tox | S2 tox | ATXN2 expr inh | EPAC2 antag | MCF10A rereplic | Nrf2 block | A549 viability | TGFb inhibitor
CCOC(=O)[C@H]1[C@H]2COc3ccc(Br)cc3[C@@H]2N2C(=O)CN(Cc3ccccc3)C(=O)[C@@]12C | -1.1% | -5% | i | 4% | -12% | 25% | -1% | -3% | ?
Cc1ccc(OCC(=O)Nc2ccc(NC(=O)c3ccccc3)cc2)cc1C | -0.7% | -8% | i | -16% | 4% | 0% | 5% | 4% | -22%
COC(=O)c1ccc2nc(-c3ccc(F)cc3)c(Cc3ccc(C)cc3)n2c1 | 17% | nt | i | 38% | ? | nt | nt | nt | nt
COc1ccc(C(=O)/C=C2\C(=O)Nc3ccc(Br)cc32)cc1 | 26% | -43% | ? | ? | -12% | 7.3µM* | -8% | -3% | ?
COC(=O)c1ccc(C2OCC(C)(C)CO2)cc1 | 4.5% | 7% | i | 41%[activator] | 3% | -34%[inhibitor] | 0% | -1% | 0%
Cc1ccc2c(c1)COc1c3ccc(C(=O)NCC4CC4)cc3nn1-2 | 3.0% | -14% | ? | ? | -14% | 8% | -24% | -9% | ?
CCNc1ccccc(C(=O)/C=C/c2ccc3c(c2)OCO3)c1=O | ? | -26% | i | 7% | 3% | ? | 11% | -5% | ?
